TAG inh = inhibitors of triacylglycerol accumulation; H9c2 cells, Nile Red lipid (TAG) fluorescence; cells loaded with 200 µM oleic acid; inhibition, % at 12.5 µM; actives 0.66% (n = 230,000); AID 651582;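 active = pattern-corrected inhibition of lipid staining of at least 50% with the nuclear-stain viability signal not falling by more than 50%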;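 note: 0% = DMSO wells and 100% = triacsin C control wells; some results filed as inactive read as strong as hits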
TAG inh DAPI viability = further read-out of TAG inh, marked with its call; DAPI nuclei signal change (viability), lower = more cytotoxic, %;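 whole-well DAPI fluorescence read on a plate reader as a viability signal; minus 50 percent equals half of cells still viable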
An asterisk follows results filed as active; & = joins results of further samples. A portion of the library; count on the stated rates, not on these rows.

Start of the data: the first 16 compounds, to show the layout:
| Molecule | TAG inh DAPI viability | TAG inh |
| --- | --- | --- |
| O=C(CCc1ccccc1)Nc1cccc(S(=O)(=O)N2CCOCC2)c1 | 1 | -5 |
| CCCCN(C)C(=O)c1ccc(Nc2nc(C(N)Cc3ccc(C(F)(F)F)cc3)cs2)nc1 (stereo not given) | -1.2* | 56* |
| COc1ccc(F)cc1S(=O)(=O)N1CCC(C(N)=O)CC1 | 1 | -14 |
| CC(C)(C)c1ccc(C(=O)NCC(=O)OCC(=O)Nc2nc(-c3ccc(F)cc3)cs2)cc1 | -1 | -1 |
| Cc1cc(C)c(C)c(S(=O)(=O)N2CCC(C(=O)Nc3ccccc3N3CCOCC3)CC2)c1C | 13 | -13 |
| CN(C)S(=O)(=O)c1cccc(C(=O)c2nccn2C)c1 | 15 | -11 |
| COc1ccc(C2=NCCn3nc4cc([N+](=O)[O-])ccc4c32)cc1 | -2 | 7 |
| CC1CC(C)CN(C(=O)COC(=O)CCCN2C(=O)c3cccc4cccc(c34)C2=O)C1 (stereo not given) | -1 | -13 |
| O=C(Nc1ccc(Cl)cc1)Nc1cnccn1 | -1 | -4 |
| O=C(NCC1CCCN(C(=O)c2cscn2)C1)c1ccccc1Cl (stereo not given) | -2 | -2 |
| O=C(CN1C(=O)C(=O)N(C2CCCC2)C1=O)Nc1ccc(OC(F)F)cc1 | -1 | -7 |
| CC(C)(C)C(=O)[C@@H]1[C@@H]2C(=O)N(C3CCCCC3)C(=O)[C@@H]2[C@H]2c3ccccc3C=CN12 | 5 | 7 |
| O=C(CSc1nnc(NC(=O)c2ccco2)s1)NC1CCCCC1 | 3 | 7 |
| Cc1noc(/C=C/N(C)C)c1S(=O)(=O)N1CCCC(C(=O)N2CCc3ccccc32)C1 (stereo not given) | 2 | 9 |
| Nc1nc(SCC(=O)N2CCCCC2)[nH]c(=O)c1NC(=O)c1cccs1 | 4 | -5 |
| FC(F)Oc1ccc(NC(=S)NN2CCOCC2)cc1 | -9 | 17 |

All compounds of this part, from the start:
| Molecule | TAG inh DAPI viability | TAG inh |
| --- | --- | --- |
| O=C(CCc1ccccc1)Nc1cccc(S(=O)(=O)N2CCOCC2)c1 | 1 | -5 |
| CCCCN(C)C(=O)c1ccc(Nc2nc(C(N)Cc3ccc(C(F)(F)F)cc3)cs2)nc1 (stereo not given) | -1.2* | 56* |
| COc1ccc(F)cc1S(=O)(=O)N1CCC(C(N)=O)CC1 | 1 | -14 |
| CC(C)(C)c1ccc(C(=O)NCC(=O)OCC(=O)Nc2nc(-c3ccc(F)cc3)cs2)cc1 | -1 | -1 |
| Cc1cc(C)c(C)c(S(=O)(=O)N2CCC(C(=O)Nc3ccccc3N3CCOCC3)CC2)c1C | 13 | -13 |
| CN(C)S(=O)(=O)c1cccc(C(=O)c2nccn2C)c1 | 15 | -11 |
| COc1ccc(C2=NCCn3nc4cc([N+](=O)[O-])ccc4c32)cc1 | -2 | 7 |
| CC1CC(C)CN(C(=O)COC(=O)CCCN2C(=O)c3cccc4cccc(c34)C2=O)C1 (stereo not given) | -1 | -13 |
| O=C(Nc1ccc(Cl)cc1)Nc1cnccn1 | -1 | -4 |
| O=C(NCC1CCCN(C(=O)c2cscn2)C1)c1ccccc1Cl (stereo not given) | -2 | -2 |
| O=C(CN1C(=O)C(=O)N(C2CCCC2)C1=O)Nc1ccc(OC(F)F)cc1 | -1 | -7 |
| CC(C)(C)C(=O)[C@@H]1[C@@H]2C(=O)N(C3CCCCC3)C(=O)[C@@H]2[C@H]2c3ccccc3C=CN12 | 5 | 7 |
| O=C(CSc1nnc(NC(=O)c2ccco2)s1)NC1CCCCC1 | 3 | 7 |
| Cc1noc(/C=C/N(C)C)c1S(=O)(=O)N1CCCC(C(=O)N2CCc3ccccc32)C1 (stereo not given) | 2 | 9 |
| Nc1nc(SCC(=O)N2CCCCC2)[nH]c(=O)c1NC(=O)c1cccs1 | 4 | -5 |
| FC(F)Oc1ccc(NC(=S)NN2CCOCC2)cc1 | -9 | 17 |
| CCC(C)(C)n1nnnc1C(c1ccc(OC)c(OC)c1)N1CCN(c2ccccc2)CC1 (stereo not given) | 8 | -6 |
| O=c1[nH]c2ccccc2c(O)c1-[n+]1ccccc1 | 6 | -4 |
| COCCn1c(SCC(=O)N2CCOCC2)nc2c(c1=O)SCC2 | 7 | -8 |
| C/C(N)=C(/C#N)C(=O)COC(=O)c1cc(-c2ccc(Br)cc2)nc2ccccc12 | -7&3 | 27&15 |
| S=C1SCCCN1Cc1ccc(Cl)cc1 | -3 | -1 |
| CCOc1ccccc1NC(=O)c1cc(SC)ccc1Cl | -7 | 1 |
| CSc1ccccc1NC(=S)Nc1ccc(S(N)(=O)=O)cc1 | 0 | -3 |
| COC(=O)[C@@H]1C[C@@]2(O)[C@H](O)[C@H](O)[C@H](O)C[C@H]2N1CC1CC1 | 6 | -22 |
| O=C(Nc1nccs1)c1cc(S(=O)(=O)N2CCOCC2)ccc1Cl | 8 | -3 |
| Cc1cc(Oc2ccc(N)cn2)ccc1Cl | 7 | -7 |
| O=C(Nc1nccs1)OCc1ccccc1 | -1 | -8 |
| COCCNC(=O)CN(CCc1ccccc1)S(=O)(=O)c1ccc(Br)cc1 | -2 | 1 |
| O=C(OCc1ccccc1)N1CCC2CC1c1cc(N3CCOCC3)ccc12 (stereo not given) | -3 | -4 |
| COC(=O)c1ccc(CN2CCN(C3CCCC3)C(CCO)C2)cc1 (stereo not given) | -2 | 10 |
| Cc1cccc(OCC(=O)Nc2ccc(N3CCN(C(=O)c4ccccc4)CC3)cc2)c1C | 4 | -16 |
| O=C(NCc1cccnc1)c1cccn2c(=O)c3sccc3nc12 | 10 | -3 |
| CCCc1cc(CNC(=O)C2CCC(=O)N(Cc3ccccc3F)C2)on1 (stereo not given) | 15 | -10 |
| O=C(NC1CCCCC1)N1CCc2ccccc2C1 | -8 | -7 |
| COc1ccc2sc(-c3ccc(S(C)(=O)=O)cc3)c(C(=O)NCCc3c[nH]c4ccccc34)c2c1 | 7 | 38 |
| O=C(Cn1ncc(N2CCOCC2)c(Cl)c1=O)c1ccc(Cl)cc1 | 4 | 4 |
| O=C(Cc1ccc(O)cc1)N/N=C/c1cccnc1 | 4 | -1 |
| O=C(Nc1cccc(Cl)c1)OCc1ccccn1 | -2 | -4 |
| COc1cccc(N(C(=O)CS(=O)CC(=O)Nc2ccc(F)cc2)C(C(=O)NC2CCCCC2)c2cccs2)c1 (stereo not given) | -6 | 7 |
| O=C(N/N=C/c1ccc(F)cc1)c1ccc(-n2cnnn2)cc1 | -3 | -19 |
| O=C(C1=C[C@H](C2CCCCC2)C[C@H](OCCCCO)O1)N1CCN(Cc2ccc3c(c2)OCO3)CC1 | 2 | -19 |
| Cc1ccc(S(=O)(=O)N2CCCC2CNC(=O)c2ccc(F)c(F)c2)cc1 (stereo not given) | 1 | -35 |
| CCN(c1ccccc1C)S(=O)(=O)c1cc2c3c(c1)CCN3C(=O)CC2 | -3 | -5 |
| CCOc1ccc(Cl)cc1-c1cc(C(=O)Nc2ccc(OC)cc2OC)[nH]n1 | 5 | 14 |
| CCc1ccc(OCC(=O)NNC(=O)CNC(=O)c2ccc(Br)o2)cc1 | 1 | -13 |
| O=S1(=O)[C@H]2C[C@H](CO)O[C@@]2(CO)CN1Cc1ccc(-c2ccc(F)cc2)cc1 | -3 | -8 |
| O=C(Nc1nnc(-c2ccco2)o1)c1ccc(Cl)s1 | -4 | 17 |
| COc1ccc(NC(=O)CSc2nnc(-c3ccccc3F)n2C2CC2)cc1S(N)(=O)=O | 0 | -10 |
| CCN(CC)CCSc1nc(O)c(-c2ccccc2)c(=O)n1-c1ccccc1 | 2 | 10 |
| CCc1sc(C(=O)Nc2cccnc2)cc1Br | 0 | 10 |
| O=C(O)CCN1C(=O)S/C(=C\c2cccnc2)C1=O | 16 | -15 |
| Cc1nc(-c2cccs2)sc1C(=O)O | 2 | -7 |
| O=C(CC(=O)NN=C1CCCC1)NCCc1ccccc1 | 8 | -7 |
| O=C(CNc1cc(S(=O)(=O)N2CCOCC2)ccc1NCC1CCCO1)Nc1cccc(F)c1 (stereo not given) | -10 | 6 |
| O=C(NC(=S)Nc1ccc2oc(-c3cccnc3)nc2c1)c1cccc(Cl)c1 | 0 | -3 |
| CCN(CC(=O)Nc1cccc(S(=O)(=O)N(C)c2ccccc2)c1)Cc1cccs1 | -5 | -35 |
| COc1ccccc1CNC(=O)CCS(=O)(=O)c1cccs1 | 2 | -9 |
| Cc1noc(C)c1-c1ccc2ncnc(NCC3CCCCN3C)c2c1 (stereo not given) | 14* | 62* |
| Cc1cc(N2CCC(C)CC2)nc(SCC(=O)c2ccccc2)n1 | -11 | -41 |
| O=C(/C=C\c1ccc2c(c1)OCO2)Nc1c2c(nn1-c1ccc(Cl)cc1)CSC2 | 8 | -1 |

Additional structures follow:
| Molecule | TAG inh DAPI viability | TAG inh |
| --- | --- | --- |
| O=C(NCCc1ccccc1)c1cccc2c1C(=O)c1ccc(N3CCOCC3)cc1S2(=O)=O | 1 | 30 |
| COC(=O)[C@H]1C[C@@]2(O)CN(S(=O)(=O)c3ccc(C)cc3)C[C@@]2(OC(=O)NCc2ccccc2)C[C@H]1C(=O)OC | -10 | -51 |
| CCCCN(C)c1c(C)nc2ccc(C(=O)NCCOc3ccc(OC)cc3)cn12 | 9 | -36 |
| CCOC(=O)C1(C)NC(c2ccc(OC)c(OC)c2)C2C(=O)N(c3cccc(C(C)=O)c3)C(=O)C21 (stereo not given) | -7 | -5 |
| Cc1cc(C)cc(NC(=O)C(=S)NCc2ccccc2)c1 | -1 | -16 |
| O=C(C[C@@H]1C/C=C/CC[C@@H](Cc2ccc(F)cc2)C(=O)O[C@@H](c2ccccc2)CNC1=O)NCCO | -8 | -7 |
| CCCc1cc2c(cc1NS(=O)(=O)c1ccc(CCNC(C)=O)cc1)OCO2 | 13 | 3 |
| Nc1ccc(C(=O)N2CCN(S(=O)(=O)c3ccc(Cl)cc3)CC2)cc1[N+](=O)[O-] | -7 | -4 |
| Cc1cc(O)c2c(-c3ccccc3)cc(=O)oc2c1 | 3 | -30 |
| COc1cccc(OCC(=O)NNC(=O)CCc2ccccc2)c1 | 5 | 0 |
| Cc1cc(NC(=O)CSc2nc(N)c(NC(=O)c3ccccc3F)c(=O)[nH]2)no1 | -4 | 21 |
| O=C(Nc1ccc(Br)c2cccnc12)c1ccc(Cn2cc([N+](=O)[O-])cn2)o1 | 13 | -15 |
| COc1ccc(/C=N/Nc2nnc(Cc3ccccc3)c(=O)[nH]2)cc1 | -1 | -13 |
| O=C(CSc1ccc(Cl)cc1)Nc1ccccc1N1CCN(C(=O)c2ccccc2)CC1 | -6 | -5 |
| Cc1ccc2nc(SCC(=O)Nc3cc(C)on3)nc(=O)n2c1 | 2 | 3 |
| CCc1ccc(C(O)c2ncc(-c3ccccc3Cl)[nH]2)cc1 (stereo not given) | -5 | -2 |
| O=C(NCCCN1CCOCC1)c1cccc(S(=O)(=O)N2CCN(c3ccccc3)CC2)c1 | -3 | -1 |
| O=C(CSC1=NCCS1)N1N=C(c2cccs2)CC1c1ccc(F)cc1 (stereo not given) | 4 | -11 |
| O=C(CCCn1c(=S)[nH]c2ccccc2c1=O)NC1CCCCC1 | 3 | 8 |
| O=C(C[C@H]1C(=O)N(c2ccc(Br)cc2)C[C@@H]1Cc1ccccc1)Nc1ccccc1 | -4 | 8 |
| O=S(=O)(NCc1ccc2c(c1)OCO2)c1ccc(F)cc1 | 1 | -2 |
| COc1ccc(C(C)(C)NC(=O)C2CCC(=O)N(C3CC3)C2)cc1OC (stereo not given) | -1 | -2 |
| COC(=O)CC1C(=O)NCCN1C(=O)NC1CCCCC1 (stereo not given) | 3 | -1 |
| NC1=NC(=O)CC(C(=O)NCCc2ccccc2)S1 (stereo not given) | 6 | -28 |
| CC(=O)Nc1ccc(NC(=O)C(C)OC(=O)CCSc2ccccc2Cl)cc1 (stereo not given) | -2 | -12 |
| N#Cc1ccsc1NC(=O)CN1CCN(c2ccccc2)CC1 | -5 | -36 |
| O=C(c1cc(C2CC2)on1)N1CCN(C(c2ccccc2)c2ccccc2)CC1 | -1 | -24 |
| Cc1cccc(-n2c(N)cc(=O)[nH]c2=S)c1C | 4 | -18 |
| CC(=O)c1cc(-c2ccccc2)n(CC(=O)N2CCC(N3CCCCC3)CC2)c1C | -1 | 17 |
| CCCCn1c(N)c(N(CCC(C)C)C(=O)c2cc(CC)c(C)s2)c(=O)[nH]c1=O | -3 | -1 |
| Cc1[nH]c2ccccc2c1N=Nc1ccc(F)cc1 | -7 | 19 |
| O=C(Nc1nc(-c2ccccc2)cs1)c1ccc(S(=O)(=O)N2CCc3ccccc32)cc1 | 13 | 7 |
| CNc1nc(OC)nc(N2CCOCC2)n1 | -4 | -7 |
| Cc1cc(-c2ccccc2)nc(N(C)NC(=O)c2cccc(C(F)(F)F)c2)c1S(C)(=O)=O | 4 | 17 |
| O=C(CS(=O)(=O)c1ccc(C(F)(F)F)cn1)NNC(=O)c1ccccc1 | -3 | -8 |
| O=C(CSc1nc(-c2ccccc2)cc(=O)[nH]1)N1CCOCC1 | -3 | -3 |
| Cc1ccc(CNC(=O)c2ccc3c(c2)NC(=O)C(N2CCOCC2)S3)cc1 (stereo not given) | -6 | 9 |
| CCOCCCNC(=S)N1CCCN(c2nc3c(C)c(C)ccc3cc2C#N)CC1 | 24 | -9 |
| COC(=O)Nc1c(C(=O)OC)cc(OC)c(OC)c1OC | -7 | -2 |
| CC(NS(=O)(=O)c1cc(C(F)(F)F)ccc1Cl)C(=O)N(C)C1CCN(C)CC1 (stereo not given) | -14 | 12 |
| CC(C)N(C(=O)CSc1nnc(-c2cc3ccccc3cc2O)n1Cc1ccco1)C(C)C | 1 | -4 |
| O=C1c2ccccc2N2C(=O)c3ccccc3C2N1Cc1ccco1 (stereo not given) | 4 | -11 |
| N#Cc1cnn(-c2ccc([N+](=O)[O-])cc2[N+](=O)[O-])c1N | -4 | -15 |
| Nc1nccc(SCc2ccccc2)n1 | 4 | -24 |
| CCC(=O)NCC(c1ccco1)N1CCN(c2ccc(OC)cc2)CC1 (stereo not given) | 0 | -5 |
| CS(=O)(=O)N(Cc1ccc(C(=O)NC2CCCC2)cc1)c1ccccc1 | 11 | -1 |
| COc1cccc(C(=O)NCCS(=O)(=O)N2CCc3ccccc3C2)c1 | 4 | -1 |
